# Statin myotox sup – suppressors of statin myotoxicity in C2C12 myotubes, primary screen, cell-based, single point, plate reader. rescue of ATP level, % at 7.49 µM. 330,000 compounds, 0.78% hits. AID 602340, 2012. C2C12 myotubes + simvastatin, ATP luminescence, 48 h; scaled: DMSO 0, geranylgeraniol control 100;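 active = mean ATP rescue above about 67%, or every replicate alone reaching that limit, limit read from the data, passing the limit was not always enough; inconclusive = no clear call, values can overlap the other calls; inactive = mean under the limit and some replicate under it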;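 also: myotubes were challenged with 10 µM simvastatin during compound exposure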
# miR-122 sensor – miR-122 Renilla sensor signal increase in Huh7, primary screen, miR-122 inhibitor project, cell-based, single point, plate reader; Huh7 miR-122 Renilla luciferase sensor, 48 h; neutral wells = 0, positive control = 100; activation (reporter increase), % at 12.5 µM; 340,000 compounds, 0.3% hits; AID 602342, 2012;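 active = mean replicate activation score at least 90 and every replicate individually at or above 90; inconclusive = only one of the two criteria met; inactive = neither criterion met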;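 also: higher luciferase means less miR-122 activity so hits act as miR-122 inhibitors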
# SIRT5 inh – SIRT5 desuccinylase inhibitors, primary screen, biochemical, fluorescence imaging, single point, set 5. NAD-dependent protein deacylase sirtuin-5, mitochondrial (Homo sapiens), Q9NXA8. Purified SirT5, succinyl-peptide AMC, trypsin-coupled fluorescence. inhibition, % at 15 µM. 330,000 compounds, 1.1% hits. AID 652115, 2013; in the data active = inhibition above about 15%; inconclusive = no clear call, values can overlap the other calls
# Target sequence (Q9NXA8 whole entry, looked up): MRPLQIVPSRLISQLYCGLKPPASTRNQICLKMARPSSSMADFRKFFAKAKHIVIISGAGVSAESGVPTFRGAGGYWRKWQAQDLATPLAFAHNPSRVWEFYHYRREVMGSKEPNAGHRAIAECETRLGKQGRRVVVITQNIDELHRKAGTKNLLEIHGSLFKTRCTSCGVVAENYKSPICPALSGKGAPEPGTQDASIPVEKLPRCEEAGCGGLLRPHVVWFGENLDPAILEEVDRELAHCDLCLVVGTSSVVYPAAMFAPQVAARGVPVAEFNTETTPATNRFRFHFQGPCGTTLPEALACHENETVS
# Cneo AK release – Cryptococcus neoformans cell lysis inducers, primary screen, AK release luminescence, single concentration; C. neoformans lysis, adenylate kinase release luminescence, 4 h; normalised: neutral wells 0, clomiphene wells 100; lysis activity, % at 15 µM; 360,000 compounds, 0.2% hits;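 active = mean lysis activity across replicates of at least 80%, whatever share of replicates individually reach that level; inactive = mean lysis activity below 80%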
#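 Material: C. neoformans cells; Schedule: 4 h static compound exposure, 37 °C, read 1 h post-reagent; Measured by: adenylate kinase release luminescence; Read-out: signal increase indicating cell lysis; Controls: Clomiphene as positive lysis control.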
# ERp5 inh – inhibitors of ERp5-driven insulin aggregation, primary screen, biochemical, turbidity, absorbance 650 nm, single point | 350,000 compounds, 0.05% hits | Protein disulfide-isomerase A6 (Homo sapiens), Q15084 | inhibition, % at 9.99 µM | 90 min;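 active = mean replicate inhibition above about 25%, with every replicate also reaching it, limit read from the data, passing the limit was not always enough; inconclusive = only one of those two criteria met; inactive = neither criterion met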
# Target sequence (Q15084 whole entry, looked up): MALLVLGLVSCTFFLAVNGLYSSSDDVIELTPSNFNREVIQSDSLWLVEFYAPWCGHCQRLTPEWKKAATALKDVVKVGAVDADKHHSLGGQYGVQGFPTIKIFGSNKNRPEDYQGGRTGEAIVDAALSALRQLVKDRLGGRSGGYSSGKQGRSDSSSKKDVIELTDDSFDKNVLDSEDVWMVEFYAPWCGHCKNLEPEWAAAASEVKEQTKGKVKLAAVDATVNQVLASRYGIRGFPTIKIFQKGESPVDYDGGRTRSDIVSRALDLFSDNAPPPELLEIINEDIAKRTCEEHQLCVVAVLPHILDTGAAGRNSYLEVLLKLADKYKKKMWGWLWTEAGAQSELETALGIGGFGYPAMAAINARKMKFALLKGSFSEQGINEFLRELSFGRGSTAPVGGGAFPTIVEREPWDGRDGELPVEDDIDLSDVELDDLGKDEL
# ARNT TACC3 PPI – disruptors of ARNT/TACC3 protein interaction, primary screen, biochemical, AlphaScreen, single concentration; Transforming acidic coiled-coil-containing protein 3 (Homo sapiens), Q9Y6A5; AlphaScreen His-ARNT PAS-B/GST-TACC3 binding, luminescence; TACC3 fragment carries E629A point mutation; inhibition, % at 9.99 µM; 390,000 compounds, 0.66% hits; AID 623870, 2012;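 active = mean inhibition of replicates at least 50% and at least half of replicates each reaching 50%; inconclusive = half or more replicates reach 50% but mean below 50%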;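 also: 0% = complete ARNT plus TACC3 wells and 100% = ARNT alone without TACC3; many hits fall short of the cut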
# esBAF inh – Bmi1 luciferase reporter increase in mESCs, primary screen, esBAF inhibitor project, mouse ES cells, Bmi1 luciferase knock-in, single point. 24 h; 100% = twice the neutral-well signal. reporter increase, % at 12.5 µM. 350,000 compounds, 2% hits; in the data active = activation above about 40%; inconclusive = no clear call, values can overlap the other calls;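 also: 0% = median of the plate's neutral control wells and 100% = double that signal; a rise in the Bmi1 reporter signal indicates esBAF inhibition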
# The depositor's hits bear a star; ? = inconclusive; · = not tested or not shown; [ ] = another dose, or the depositor's remark.
SMILES,Statin myotox sup,miR-122 sensor,SIRT5 inh,Cneo AK release,ERp5 inh,ARNT TACC3 PPI,esBAF inh
CC(=O)N1CCCCN2[C@H](CO)[C@@H](c3ccc(Br)cc3)[C@@H]2C1,-1,8[16.7 µM],0,-1,-1,0,-3
COc1ccccc1C(=O)NNC(=O)c1ccccc1F,·,6,-1,0,1,2,·
CO[C@H](CN(C)C(=O)c1ccccc1F)[C@@H](C)CN([C@H](C)CO)S(=O)(=O)c1ccc(F)cc1,2,·,-2,6,5,2,-3
COc1cc(/C=N/NC(=O)CN2CCOCC2)ccc1OCc1ccccc1,·,·,3,·,-1,5,·
C[C@@H]1CN([C@H](C)CO)S(=O)(=O)c2ccc(C#CCN(C)C)cc2O[C@@H]1CN(C)C(=O)C1CCCCC1,-24,-12[16.7 µM],0,41,-1,-18,0
CNC(=O)Cn1nc(C)c2ccccc2c1=O,·,-5,·,11,·,-8,-4
CC(C)CC#Cc1ccc2c(c1)O[C@@H](CN(C)Cc1ccccn1)[C@@H](C)CN([C@H](C)CO)S2(=O)=O,9,-7[16.7 µM],8,-12,-5,-12,-3
CCOC(=O)C1(Cc2ccccc2)CCN(Cc2ccon2)CC1,·,-6,·,·,5,-1,·
N#Cc1ccccc1S(=O)c1ccccc1C(=O)Nc1ccccc1 (configuration not stated),-8,1,8,1,-8,15,1
Cc1ccc(S(=O)(=O)N2CCN(c3ccc(S(=O)(=O)N4CCOCC4)cn3)CC2)cc1,-23,0,·,1,·,17,-3
O=C(CSc1ncc(-c2ccc(F)cc2)[nH]1)NCc1ccco1,-9,1,·,0,·,23,18
COC(=O)[C@H](Cc1ccccc1)NC(=O)/C=C/[C@H]1O[C@@H](n2cc(C)c(=O)[nH]c2=O)C[C@@H]1O,5,2,-1,1,4,·,-1
CO[C@@H]1CN(C)C(=O)c2ccc(NC(=O)c3ccccc3)cc2OC[C@H](C)N(C(=O)C2CC2)C[C@H]1C,10,16[16.7 µM],·,-3,·,-9,-2
COc1ccc(C(C#N)N2N=C(C)CC2(C)C)cc1OC (configuration not stated),·,-1,·,0,·,-2,·
O=C(CN1C(=O)CCS(=O)(=O)c2ccccc21)Nc1cccc(Cl)c1,-4,7,·,-1,·,-9,-5
O=C(NCc1cccnc1)C1CCN(S(=O)(=O)c2cccc(C(F)(F)F)c2)CC1,37,-3,-2,0,-1,0,1
CO[C@H]1CN(C)C(=O)c2cc(NS(=O)(=O)c3ccc(Cl)cc3)ccc2OC[C@H](C)NC[C@H]1C,7,9[16.7 µM],4,-1,-3,-2,0
O=C(NCC1CCCO1)c1ccc2c(=O)n(Cc3cccc(Br)c3)c(=S)[nH]c2c1 (configuration not stated),-39,-1,4,1,-10,-41,-10
O=C1C2C3C=CC(C3=C(c3ccccc3)c3ccccc3)C2C(=O)N1CCO (configuration not stated),-2,-8,·,3,·,9,1
O=S(=O)(N[C@H]1CC[C@@H](CCn2cc(-c3cccc(F)c3)nn2)O[C@@H]1CO)c1ccc(F)cc1,6,·,7,-4,-7,-3,-2
O=C(Nc1nc(-c2ccc(-c3ccccc3)cc2)cs1)C1CCCO1 (configuration not stated),16,-5,·,0,·,-28,22
CC(C)Cn1nnc2c(=O)oc3ccccc3c21,-3,-14,·,-2,·,5,3
CC1CC(C)CN(C(=O)CSc2nnc(-c3ccc(Cl)s3)o2)C1 (configuration not stated),1,-8,·,0,2,·,10
C[C@@H]1CN([C@H](C)CO)C(=O)c2cccc(NS(=O)(=O)c3cn(C)cn3)c2O[C@H]1CN(C)Cc1ccccc1,33,-3[16.7 µM],-4,-3,1,-5,2
O=C(CSc1nc(C2CC2)nc2ccccc12)Nc1ccccc1,16,0,0,3,0,1,10
CCN(CC(=O)Nc1ccc(NC(C)=O)cc1)C(=O)c1cc(-c2ccccc2Cl)nc2ccccc12,-13,2,0,0,2,·,-3
Nc1nc(SCc2nnc(SCC(=O)O)n2-c2ccccc2)nc2sc3c(c12)CCCC3,-5,-10,·,-1,·,11,-6
Cc1cccc(C)c1NC(=O)C1(C)c2cccc[n+]2CC(=O)N1Cc1cccs1 (configuration not stated),·,-12,3,-1,1,7,·
CCOC(=O)COc1ccc(C2CC(C)=NN2c2ccccc2)cc1 (configuration not stated),2,4,8,-2,-17,-14,-3
C[C@H](CO)N1C[C@H](C)[C@H](CN(C)C(=O)Nc2ccc(C(F)(F)F)cc2)OCCCC[C@H](C)Oc2ccc(NS(=O)(=O)c3ccc(F)cc3)cc2C1=O,·,5[16.7 µM],0,-1,4,-6,5
O=c1[nH]cnc2c1oc1ccccc12,-1,1,·,3,·,10,2
CCOc1ccc(NC(=O)CN(C)C(=O)c2cc([N+](=O)[O-])ccc2Sc2ccccc2)cc1OCC,1,-5,3,1,1,10,5
Cc1cc(C)n(-c2ccc(C(=O)Nc3ccc(S(=O)(=O)N(C)C)cc3)cc2)n1,·,·,3,·,2,-2,·
COc1ccc(CCNC(=O)CCn2c(=O)[nH]c3cc(OC)c(OC)cc3c2=O)cc1OC,·,0,·,-1,·,-9,·
Cc1nn2c(nc(N3CCOCC3)c3ccccc32)c1C=C(C#N)C#N,4,-3,-4,3,-1,-10,-4
Cc1noc(NS(=O)(=O)c2ccc(NC(=O)c3ccc(F)cc3)cc2)c1C,6,4,-1,2,4,3,4
CCN1CCN(C(=O)C(N)Cc2ccccc2)CC1 (configuration not stated),·,·,1,·,1,4,·
CC(C)NC(=O)CSc1ccccc1C(=O)NCc1ccc2c(c1)OCO2,16,1,·,3,·,2,2
CCC(CO)Oc1cc(NCc2ccc(OC)cc2)c2ncn(C(C)C)c2c1 (configuration not stated),2,5,·,8,5,8,15
N#Cc1cc([N+](=O)[O-])ccc1Oc1cccc(/C=N/NC(=O)c2cccc(Cl)c2)c1,-20,18,·,0,·,-5,2
CCC(C)(C)n1nnnc1C(c1cc2ccc(OC)cc2[nH]c1=O)N1CCc2ccccc21 (configuration not stated),11,1,·,·,·,0,-2
CC(=O)N1CCCC(c2cc(C(=O)Nc3ccccc3)no2)C1 (configuration not stated),-6,-2,0,-7,0,·,-77
CCOc1ccc(Nc2nc(Cl)nc(N3CCN(c4ccc(OC)cc4)CC3)n2)cc1,·,·,-8,·,-13,-1,·
CC(=O)Nc1cccc(NC(=O)/C=C/c2ccc(S(=O)(=O)N3CCOCC3)cc2)c1,-4,3,-1,·,3,·,-10
O=c1cc(-c2ccc(O)c(O)c2)oc2ccc3ccccc3c12,·,·,-4,·,-3,-3,·
COc1ccc(C2C(C(=O)N3CCN(c4ccccn4)CC3)CCC(=O)N2c2cc(OC)c(OC)c(OC)c2)cc1 (configuration not stated),9,1,-4,1,6,-1,5
Cc1cc(NC(=O)c2noc3c2CCCC3)nn1Cc1ccc(Cl)cc1,-9,-7,·,1,·,-2,-6
Cc1cccnc1Nc1nc(-c2ccc(O)cc2)cs1,-26,-6,·,-4,·,13,58*
Cc1ccc2ccc(C3C(=O)c4ccccc4C3=O)nc2c1,-3,·,-6,-1,-1,3,?
Cc1cccc(C(=O)N/C(=C\c2ccc(C)o2)C(=O)O)c1,·,-1,2,-4,3,0,·

# Four of the compounds above, field by field.
O=c1cc(-c2ccc(O)c(O)c2)oc2ccc3ccccc3c12
  Statin myotox sup = ·; miR-122 sensor = ·; SIRT5 inh = -4; Cneo AK release = ·; ERp5 inh = -3; ARNT TACC3 PPI = -3; esBAF inh = ·
CC(=O)Nc1cccc(NC(=O)/C=C/c2ccc(S(=O)(=O)N3CCOCC3)cc2)c1
  Statin myotox sup = -4; miR-122 sensor = 3; SIRT5 inh = -1; Cneo AK release = ·; ERp5 inh = 3; ARNT TACC3 PPI = ·; esBAF inh = -10
Cc1cc(NC(=O)c2noc3c2CCCC3)nn1Cc1ccc(Cl)cc1
  Statin myotox sup = -9; miR-122 sensor = -7; SIRT5 inh = ·; Cneo AK release = 1; ERp5 inh = ·; ARNT TACC3 PPI = -2; esBAF inh = -6
Cc1cccnc1Nc1nc(-c2ccc(O)cc2)cs1
  Statin myotox sup = -26; miR-122 sensor = -6; SIRT5 inh = ·; Cneo AK release = -4; ERp5 inh = ·; ARNT TACC3 PPI = 13; esBAF inh = 58*

# The list goes on:
SMILES,Statin myotox sup,miR-122 sensor,SIRT5 inh,Cneo AK release,ERp5 inh,ARNT TACC3 PPI,esBAF inh
O=C(c1ccc(COc2ccc(F)cc2)o1)n1cc(Br)cn1,5,-1,·,1,·,-1,-3
CCN(Cc1ccccc1)S(=O)(=O)c1c(C)[nH]c(C)c1C(=O)N1CCCCC1,-1,1,0,0,4,-2,1
O=[N+]([O-])c1cc(Cl)c2cccnc2c1O,·,-2,17*,·,0,46*,·
O=C(CSc1nnc(-c2ccc(F)cc2)o1)c1ccc2c(c1)OCCO2,11,-2,-6,-1,-5,4,-3
C=CCNC(=S)N1CCN(c2ncc(C(F)(F)F)cc2Cl)CC1,·,·,-2,·,-2,-4,·
CCc1nc(Nc2ccc3c(c2)OCO3)c2oc3ccccc3c2n1,-14,-15,·,-1,·,-13,15
O=C(NCc1ccco1)c1ccc(Cl)c(S(=O)(=O)N2CCc3ccccc32)c1,·,·,3,·,0,-1,·
C[C@@H]1CN([C@@H](C)CO)C(=O)Cc2cc(NC(=O)Nc3cccc4ccccc34)ccc2O[C@H]1CN(C)S(=O)(=O)c1ccc(Cl)cc1,12,-4[16.7 µM],9,-10,-3,17,0
C=CCN1c2ccccc2C(=O)C(C)S1(=O)=O (configuration not stated),7,·,2,-3,-1,-8,-2
CCCS(=O)(=O)c1nc(S(=O)(=O)c2ccc(C)cc2)c(NCCCN(C)C)s1,4,-5,·,·,6,0,4
Cn1nccc1C(=O)Oc1cccc(/C=N/NC(=O)c2ccccc2O)c1,·,·,2,·,2,1,·
N=c1c2c3c(sc2ncn1CCN1CCOCC1)CCCCC3,·,8,·,0,·,3,·
Cc1ccc(-n2ncc3c(=O)n(CC(=O)NC4CCCC4)cnc32)cc1C,1,5,·,0,·,-5,2
Cc1ccccc1-c1ccc2c(c1)O[C@@H](CN(C)Cc1ccc(C(=O)O)cc1)[C@H](C)CN([C@H](C)CO)S2(=O)=O,-11,1[16.7 µM],-4,-1,0,-2,2
C[C@H]1CN([C@@H](C)CO)C(=O)c2cccc(NC(=O)C3CC3)c2O[C@@H]1CN(C)S(=O)(=O)c1cn(C)cn1,-13,-6[16.7 µM],0,-4,0,-8,4
CC(NC(=O)C12CC3CC(CC(C3)C1)C2)C(=O)NN=Cc1ccc([N+](=O)[O-])o1 (configuration not stated),9,0,-2,-1,-3,-1,-4
Cc1onc(-c2ccccc2Cl)c1C(=O)Nc1nnc(Cc2ccc(Cl)cc2)s1,9,-2,·,-3,·,-2,-5
COC(=O)Cc1ccc2c3ccccc3n(C)c2c1,0,0,·,-8,·,-8,0
Cc1ccc(N2CCN(C(=O)C3CCN(S(=O)(=O)c4cccc5nsnc45)CC3)CC2C)cc1 (configuration not stated),20,-6,-2,·,1,21,-4
CCn1c(SCC(=O)N2CCCC(C)C2)nc2c1c(=O)n(C)c(=O)n2C (configuration not stated),-1,·,-2,-4,-1,0,-3
O=C(C[C@@H]1CC[C@H]2[C@@H](COC[C@H](O)CN2C(=O)Nc2ccc(F)cc2)O1)NCCCN1CCOCC1,-21,0[16.7 µM],2,0,-7,-4,2
COc1cc(Cl)c(C)cc1NC(=O)COC(=O)C1CC1C (configuration not stated),4,·,3,3,-12,11,0
N#C/C(C(=O)Oc1ccccc1)=C1\C=Cc2ccccc2N1,-25,-1,·,-1,·,-3,23

# Screening results (PubChem BioAssay)
